Screens: PubChem BioAssay, several laboratories
STK33 kinase inh – human STK33 kinase inhibition; Q9BYT3; purified STK33, MBP phosphorylation, ADP-Glo luminescence; inhibition, % at 10 µM; 320,000 tested, 0.073% active;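 active means inhibition at or above 25%, using the most active replicate where run in duplicate; inactive means inhibition below 25%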
Target sequence (Q9BYT3 whole entry, looked up): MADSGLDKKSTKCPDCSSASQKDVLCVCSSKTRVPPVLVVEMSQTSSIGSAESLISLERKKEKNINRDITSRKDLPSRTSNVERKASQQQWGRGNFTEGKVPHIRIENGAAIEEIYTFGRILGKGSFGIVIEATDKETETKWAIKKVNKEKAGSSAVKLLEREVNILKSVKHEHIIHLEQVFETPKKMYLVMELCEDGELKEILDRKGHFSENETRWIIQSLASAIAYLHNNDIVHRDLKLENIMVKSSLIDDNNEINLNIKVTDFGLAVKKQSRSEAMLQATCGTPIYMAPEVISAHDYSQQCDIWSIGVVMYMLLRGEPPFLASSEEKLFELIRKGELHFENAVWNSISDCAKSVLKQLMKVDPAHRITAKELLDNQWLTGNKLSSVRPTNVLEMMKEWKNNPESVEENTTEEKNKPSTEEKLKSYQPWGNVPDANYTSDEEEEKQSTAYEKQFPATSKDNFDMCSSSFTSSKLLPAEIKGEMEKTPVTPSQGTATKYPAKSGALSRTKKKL
CHT inh – inhibitors of human choline transporter CHT; B-score at 10 µM; Q9GZV3; 310,000 tested, 0.86% active; CHT-expressing cells, membrane potential dye, choline response; stronger effect = lower value;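 active means B-score over 3 SD under the library average, and starting fluorescence ratio not unusually high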;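 further: choline stimulus applied at its EC90 after an EC20 pre-addition; B-score computed on integrated fluorescence ratio after choline addition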
Target sequence (Q9GZV3 whole entry, looked up): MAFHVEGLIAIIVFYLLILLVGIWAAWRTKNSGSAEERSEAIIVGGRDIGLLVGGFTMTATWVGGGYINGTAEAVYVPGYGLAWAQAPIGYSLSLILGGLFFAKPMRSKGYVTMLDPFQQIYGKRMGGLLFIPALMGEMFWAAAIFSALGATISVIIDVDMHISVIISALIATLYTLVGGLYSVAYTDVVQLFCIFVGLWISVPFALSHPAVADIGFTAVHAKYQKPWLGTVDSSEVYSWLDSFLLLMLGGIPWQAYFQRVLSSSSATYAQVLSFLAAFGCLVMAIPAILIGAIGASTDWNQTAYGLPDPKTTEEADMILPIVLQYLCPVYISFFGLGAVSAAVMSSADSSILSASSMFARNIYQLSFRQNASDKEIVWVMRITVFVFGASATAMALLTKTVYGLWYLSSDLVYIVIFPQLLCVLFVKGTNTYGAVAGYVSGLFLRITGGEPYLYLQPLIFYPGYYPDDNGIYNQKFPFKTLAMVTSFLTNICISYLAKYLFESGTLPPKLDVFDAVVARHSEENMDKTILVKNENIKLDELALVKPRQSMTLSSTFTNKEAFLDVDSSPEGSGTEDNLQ
CHT allo act – allosterically activates the human high affinity choline transporter; AID 488977; 310,000 tested, 0.49% active; CHT-expressing cells, membrane potential dye, choline EC20; stronger effect = higher value; LV-AA mutant CHT in HEK293 cells; B-score at 10 µM; Q9GZV3;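 active means initial fluorescence not abnormally high and integrated response B-score, plate-corrected, over 3 SD above library mean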
An asterisk follows results filed as active; i = inactive; / = no result given. Compounds as they come; any-hit rate near 1.5%.

SMILES	STK33 kinase inh	CHT inh	CHT allo act
CCOC(=O)CSC1=C(C#N)C(c2ccccc2Cl)C(C(=O)OC)C(=O)N1 (stereo not given)	-0.8	i	i
CCCCCCCCCCCC(=O)NC(Cc1ccc(OC)c([N+](=O)[O-])c1)C(=O)O (stereo not given)	-5.7	i	i
COc1ccc2[nH]c3c(=O)n4c(nc3c2c1)SCCC4	2.0	i	i
COc1ccc(C(=O)NC(=S)NNC(=O)c2ccccc2O)cc1	-0.7	i	i
N#C/C(=C\c1cccnc1)C(=O)Nc1ccc(C(=O)O)cc1	0.8	i	i
COC(=O)c1ccccc1NC(=O)Nc1ccc(C)cn1	-0.7	i	i
O=C(COC(=O)COc1ccc(Cl)cc1)Nc1ccc(N2CCOCC2)cc1	-2.4	i	i
C=C1c2ccc(C)cc2NC(=O)N1c1ccccc1	0.5	i	i
COC(=O)c1ccc(NC(=O)c2ccco2)cc1	0.1	i	i
CCc1cccc(CC)c1NC(=S)Nc1cccc(Cl)c1Cl	-0.3	i	i
CN(C1=C(NC(=O)c2ccccc2)C(=O)c2ccccc2C1=O)C1CCS(=O)(=O)C1 (stereo not given)	0.2	i	i
CCc1noc(C)c1C(=O)N(CCC(C)C)c1c(N)n(Cc2ccccc2)c(=O)[nH]c1=O	-0.1	i	i
COC(=O)c1cccc(NC(=O)COc2cccc([N+](=O)[O-])c2)c1	-0.5	i	i
O=C(/C(=C/c1cccc(Cl)c1)c1nc2ccccc2[nH]1)c1ccccc1	0.6	i	i
COc1ccc(OCc2nnc(NC(=O)Nc3ccccc3F)s2)cc1	0.0	i	i

In a second layout: two of the compounds above
| molecule | STK33 kinase inh | CHT inh | CHT allo act |
| --- | --- | --- | --- |
| CCOC(=O)CSC1=C(C#N)C(c2ccccc2Cl)C(C(=O)OC)C(=O)N1 (stereo not given) | -0.8 | i | i |
| CCCCCCCCCCCC(=O)NC(Cc1ccc(OC)c([N+](=O)[O-])c1)C(=O)O (stereo not given) | -5.7 | i | i |

(more compounds)
SMILES	STK33 kinase inh	CHT inh	CHT allo act
O=C(Nc1cccc(NC(=O)c2ccco2)n1)c1ccco1	1.5	i	i
O=C(NNC(=O)c1cccs1)c1cccc(F)c1	0.2	i	i
C/C(=N/NC(=O)c1ccc2c(c1)OCO2)c1ccc(NC(=O)c2ccc(F)cc2)cc1	-0.8	i	i
CC(C)N=C1NN=C(c2ccc(F)cc2)CS1	-0.4	i	i
CN(CCCN1CCOCC1)Cc1nc(-c2ccccc2)no1	-2.3	i	i
CSC1=C(C#N)C(C)CC(=O)N1 (stereo not given)	-4.8	i	i
C#CCOCCOCCOCCNc1nc(N2CCN(C(=O)Cn3cc(CC(C)O)nn3)CC2)nc(N2CCN(C(=O)[C@H]([C@@H](C)CC)n3cc(CCCN=C(N)N)nn3)CC2)n1 (stereo not given in full)	-1.3	i	i
CCC(C)Sc1nc2c(cnn2-c2ccc(C)cc2)c(=O)[nH]1 (stereo not given)	-1.4	i	i
CNC(=O)N(O)C1N(/N=C/c2ccccc2F)C(=S)SC1(C)C (stereo not given)	0.4	i	i
COc1cc(C2C(C(C)=O)=C(O)C(=O)N2c2ccc(Br)cn2)ccc1O (stereo not given)	-1.7	i	i
CS(=O)(=O)c1ccc(C(=O)OCC(=O)NC(=O)Cc2ccccc2)cc1	-0.6	i	i
Cc1cc(N2CCCC2=O)cc(C)c1S(=O)(=O)NCCOc1ccccc1	-1.2	-5.9*	i
COc1ccc(C)cc1NC(=O)CN(C)S(=O)(=O)c1ccc2c(c1)c(=O)n(C)c(=O)n2C	-2.3	i	i
N#Cc1cc([N+](=O)[O-])cnc1Nc1ccccc1	-1.6	i	i
Cc1ccccc1NC(=O)CSc1nc2ncc(Cl)cc2[nH]1	4.6	i	i
COc1ccccc1NC(=O)c1cc2cc(Br)ccc2cc1O	-1.2	i	i
COc1ccc(NC(=O)c2cc(-c3ccc(OC)c(OC)c3)on2)cc1OC	0.3	i	i
CCSc1nnc(NC(=O)CCn2c(=O)oc3ccccc32)s1	-0.7	i	i
O=C(C1COc2ccccc2O1)N1CCN(c2ccccc2Cl)CC1 (stereo not given)	-0.2	i	i
COc1ccc(C(=O)NCCCN2CCOCC2)cc1OC	-1.6	i	i
O=C(Nc1ccc(C(=O)N2CCOCC2)cc1)Nc1cccc(Cl)c1	0.8	i	i
CC(NC(=O)Cc1ccccc1)c1ccccc1 (stereo not given)	-0.5	i	i
Cc1ccc(NC(=O)CSCC(=O)Nc2cc(Cl)ccc2N2CCOCC2)cc1	-0.5	i	i
O=C(Cn1nc(-c2ccccc2F)ccc1=O)NCc1ccc2c(c1)OCO2	0.4	i	i
COc1ccc(Cl)cc1C(=O)Nc1ccc(NC(C)=O)cc1	-0.9	i	i
Cc1cccc(NC(=O)CCCN2C(=O)C(c3ccccc3)Oc3cccnc32)c1C (stereo not given)	-0.1	i	i
COc1ccc(COC(=O)C2=C(C)NC(=O)NC2c2cc(Br)c(O)c(OC)c2)cc1 (stereo not given)	-0.3	i	i
COc1ccc(CNC(=O)c2ccc3c(c2)N(C)C(=O)CS3=O)cc1 (stereo not given)	1.2	i	i
COc1cc(/C=C2/C(=O)N(c3ccc(Br)cc3)N=C2C)cc([N+](=O)[O-])c1O	-1.1	i	i
Cc1nc2ccc(NC(=O)c3ccc(Cl)c(S(=O)(=O)N(C)c4ccccc4)c3)cc2s1	-0.5	i	i
CCN1CCN(c2cc(C)c3cc(NC(=S)N4CCC5(CC4)OCCO5)ccc3n2)CC1	-1.0	-5*	i
O=C(CC(=O)NCc1cccnc1)NCc1cccnc1	-0.9	i	i
CCCCOc1ccc(CNC(=O)NS(=O)(=O)c2ccc(OCC)cc2)cc1	-2.4	i	i
Cc1ccnc(NS(=O)(=O)c2ccc(NC(=O)CN3C(=O)c4ccccc4S3(=O)=O)cc2)n1	-1.1	i	i
O=[N+]([O-])c1ccc(Cl)c(C[n+]2cccc3ccccc32)c1	-1.0	i	i
CCn1c(-c2ccc[nH]c2=O)nc2ccccc21	-3.4	i	i
CC(C)C[C@H](NC(=O)OC(C)(C)C)C(=O)N1CCC(C(=O)N[C@@H](Cc2ccccc2)C(=O)O)CC1	-1.0	i	i
O=C(Nc1ccccc1[N+](=O)[O-])c1nc[nH]c1C(=O)NCCO	-1.0	i	i
COc1cccc(-n2c(C)nn(CCOc3ccccc3)c2=O)c1	-0.4	i	i
O=C(CCN1CCN(c2ccccc2F)CC1)Nc1ccc(F)cc1	-1.8	i	i
CCN(CC)CCNc1nc(-c2cccs2)c(CC(=O)O)s1	0.3	i	i
O=C(CCCn1c(=O)[nH]c2cc(Cl)ccc2c1=O)NC1CCCCCCC1	-1.1	i	i
COc1ccc(N/C(N)=N/c2nc(C)cc(C)n2)c(OC)c1	-1.5	i	i
COc1cc(-c2nnc(SC(C)C(=O)Nc3c(C)n(C)n(-c4ccccc4)c3=O)o2)cc(OC)c1OC (stereo not given)	-0.7	i	i
CC(Cl)C(=O)NNC(=O)CNS(=O)(=O)c1ccccc1 (stereo not given)	-1.8	i	i
COc1ccc(OC)c(S(=O)(=O)NCCCN2CCCC2=O)c1	-1.2	i	i
CCCN1CCN(CCCNC(=O)CN2C(=O)C(CC)Oc3ccccc32)CC1 (stereo not given)	-0.1	i	i
CCOC(=O)N1CCC(NS(=O)(=O)c2ccc(NC(C)=O)c(Cl)c2)CC1	-0.1	i	i
O=C(Nc1ccc(S(=O)(=O)Nc2ccccn2)cc1)c1cccc(Br)c1	0.4	i	i
CN(C)C(=S)NC1(C)CCS(=O)(=O)C1 (stereo not given)	-0.1	i	i
Cc1cccc(NC(=O)COc2ccc(/C=C\c3[nH]c(=O)[nH]c(=O)c3[N+](=O)[O-])cc2)c1	-1.2	i	i
Cc1ccc2nc(C)cc(N3CCOCC3)c2c1	0.3	i	i
COc1ccc(C(=O)Nc2ccc(NC(=O)c3ccco3)cc2)cc1	1.1	i	i
O=C(NCC1CCCO1)/C(=C/c1ccc(Cl)cc1)NC(=O)c1ccccc1 (stereo not given)	-0.2	i	i
O=C(Nc1cccc(S(=O)(=O)N2CCCCC2)c1)c1ccc2c(=O)n3c(nc2c1)CCCCC3	-1.6	i	i
COc1ccc(Cl)cc1S(=O)(=O)N1CCCC(C(=O)N2CCCC2)C1 (stereo not given)	-2.3	i	i
CCN(C(=O)c1cc2ccccc2o1)C12CC3CC(CC(C3)C1)C2	1.1	i	i
CC(C)CCN1CCN(CCCn2cccn2)CC1CCO (stereo not given)	-0.5	i	i
CCCCN(C(=O)Cc1ccc(S(=O)(=O)N2CCOCC2)s1)c1ccccc1	-1.1	i	i
N#C/C(=C\c1ccncc1)c1nc2ccccc2o1	1.1	i	i

(cont.)
SMILES	STK33 kinase inh	CHT inh	CHT allo act
CCOC(=O)Cc1csc(SC(C)C(=O)Nc2ccc(NC(C)=O)cc2)n1 (stereo not given)	-2.9	i	i
C/C(=N\NC(=S)Nc1c(C)cccc1C)c1ccc(OC(F)F)cc1	-1.1	i	i
S=C(NC1CC1)N1CCc2ccccc2C1	0.4	i	i
Cc1cccn2c(/C=N/OCc3ccc(F)cc3)c(-c3ccc(Cl)cc3)nc12	-0.5	i	i
Nc1nonc1-c1noc(N2CCOCC2)n1	-0.5	i	i
Cc1ccc(S(=O)(=O)Nc2ccc3nc(N)sc3c2)cc1	-0.8	i	i
S=C(Nc1cccnc1)NC1CCCC1	-1.1	i	i
CC(=O)Oc1ccc(/C=C/c2nc3ccccc3c(=O)o2)cc1	-1.1	i	i
COc1ccc(-c2nc(CSCC(=O)NC3CCCC3)c(C)o2)cc1OC	0.0	i	i
COc1ccc(NC(=O)CSc2nc(C)cc(C)n2)c([N+](=O)[O-])c1	-0.3	i	i
COC(=O)C1=C(C)N(CCc2ccccc2)C(=O)C1(NS(=O)(=O)c1ccc(NC(C)=O)cc1)C(F)(F)F (stereo not given)	5.6	i	i
O=C1C2C3C=CC(CC3)C2C(=O)N1/N=C/c1ccccc1O (stereo not given)	-1.4	i	i
Cc1cccc(-c2noc(C3CCCCC3)n2)c1	-1.1	i	i
C=CCCCOc1ccc(C(=O)O)cc1	-1.1	i	i
COc1ccccc1CNC(=O)c1ccncc1	-1.2	i	i
O=C1CSc2ccc(C(=O)Nc3cccc(S(=O)(=O)Nc4ccc(Br)cc4)c3)cc2N1	-0.9	i	i
Cc1cccc(C)c1NC(=O)Cn1nnc(-c2ccc(CN3CCC(C)CC3)cc2)n1	/	i	i
O=C(O)CC/C(=C\c1ccccc1[N+](=O)[O-])c1nc2ccccc2s1	-0.7	i	i
COc1ccccc1NC(=O)CSc1nc2ccccc2c(=O)n1C	0.4	i	i
O=C1CCCC2=C1C1(CCCCC1)N=C(Nc1nc3ccccc3o1)N2	-0.2	i	i
CCOc1ccc2nc(N3CCCC(C(=O)NCC4CCCO4)C3)sc2c1 (stereo not given)	-2.3	i	i
O=C(c1cnc2ccc3ccccc3c2c1)c1cc(F)ccc1O	0.7	i	i
CNc1nc(-c2ccccn2)nnc1-c1ccccc1	-2.1	i	i
O=[N+]([O-])c1cccnc1-n1cnc2ccccc21	0.8	i	i
CCOC(=O)c1[nH]c(C)c(C(=O)OCc2c(C)noc2C)c1C	-0.2	i	i
Cc1cc(C)n2nc(C(=O)OC(C)C(=O)c3cc(C)c(C)cc3C)nc2n1 (stereo not given)	/	i	i
Fc1ccccc1CNc1ccc(Cl)cc1	-1.6	i	i
C/C(=N\O)c1cc(Cl)ccc1O	-0.6	i	i
CCOC(=O)C(Cc1ccc(Cl)cc1Cl)c1ccno1 (stereo not given)	-2.4	i	i
Cn1c(=O)c(C(=O)NNC(=O)c2ccccc2F)c(O)c2ccccc21	-1.2	i	i

5 entries picked at random from those above:
SMILES	STK33 kinase inh	CHT inh	CHT allo act
O=C1CSc2ccc(C(=O)Nc3cccc(S(=O)(=O)Nc4ccc(Br)cc4)c3)cc2N1	-0.9	i	i
CCOC(=O)c1[nH]c(C)c(C(=O)OCc2c(C)noc2C)c1C	-0.2	i	i
C/C(=N\O)c1cc(Cl)ccc1O	-0.6	i	i
O=C(O)CC/C(=C\c1ccccc1[N+](=O)[O-])c1nc2ccccc2s1	-0.7	i	i
CNc1nc(-c2ccccn2)nnc1-c1ccccc1	-2.1	i	i

Of the compounds above, seven contain an aryl thioether with sulfur outside any ring.
SMILES	STK33 kinase inh	CHT inh	CHT allo act
CCC(C)Sc1nc2c(cnn2-c2ccc(C)cc2)c(=O)[nH]1 (stereo not given)	-1.4	i	i
Cc1ccccc1NC(=O)CSc1nc2ncc(Cl)cc2[nH]1	4.6	i	i
CCSc1nnc(NC(=O)CCn2c(=O)oc3ccccc32)s1	-0.7	i	i
COc1cc(-c2nnc(SC(C)C(=O)Nc3c(C)n(C)n(-c4ccccc4)c3=O)o2)cc(OC)c1OC (stereo not given)	-0.7	i	i
CCOC(=O)Cc1csc(SC(C)C(=O)Nc2ccc(NC(C)=O)cc2)n1 (stereo not given)	-2.9	i	i
COc1ccc(NC(=O)CSc2nc(C)cc(C)n2)c([N+](=O)[O-])c1	-0.3	i	i
COc1ccccc1NC(=O)CSc1nc2ccccc2c(=O)n1C	0.4	i	i

(listing goes on)
SMILES	STK33 kinase inh	CHT inh	CHT allo act
COc1ccccc1N1CCN(C(=O)CN2C(=O)c3ccccc3S2(=O)=O)CC1	0.3	i	i
CCOC(=O)C(=CNc1cc(C)nn1C(C)(C)C)C(=O)OCC	0.4	i	i
O=C(CSc1nnc(Cn2nnc(-c3ccccc3)n2)n1-c1ccccc1)Nc1ccccc1	0.7	i	i
O=C(COc1ccccc1)Nc1ccccc1N1CCCCC1	0.1	i	i
COc1ccc(NC(=O)Nc2nnc(Cc3ccccc3)s2)cc1	0.8	i	i
O=C(NCC(O)c1ccccc1)c1cccs1 (stereo not given)	-0.4	i	i
CCOC(=O)N1CCN(C(=O)COc2ccc(S(=O)(=O)Nc3ccc(OCC)cc3)cc2)CC1	-1.1	i	i
CCCCC(=O)Nc1nc(C)c(-c2csc(Nc3ccc(Cl)cc3)n2)s1	-0.5	i	i
